Screening data deposited in PubChem by Sanford-Burnham Center for Chemical Genomics.
697 NFkB inh = inhibitors of the PMA/ionomycin-induced NF-kB reporter in 697 B cells; 697 B-cell NF-kB luciferase reporter, 16 h; inhibition, % at 4 µM; hit rate 0.33% among 330,000; AID 435022; in the data active = inhibition above about 35%
tim10-1 inh = growth inhibitors of tim10-1 mutant yeast | S. cerevisiae tim10-1 ts strain growth, BacTiter-Glo, 24 h | inhibition, % at 20 µM | hit rate 2.2% among 330,000;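 active = inhibition of at least 40%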;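 note: mutant grown at 25 °C; 0% = DMSO wells with yeast and 100% = wells holding no yeast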
UPR CHOP act = apoptotic UPR (CHOP) activation | CHO-CHOP luciferase reporter, luminescence; percent of tunicamycin response over DMSO baseline | activation, % at 10 µM | hit rate 0.34% among 330,000;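 active = at 10 µM dose, activation of 40% or more, normalized to positive control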;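 note: 100% = tunicamycin at 10 µg/mL and 0% = DMSO alone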
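measured by = luciferase luminescence | assay system = CHO-CHOP cells, stable luciferase reporter of PERK-eIF2a-CHOP signalling | amount = 500 reporter cells seeded per well | timing = 6 h compound exposure at 37 °C after overnight seeding | controls = positive tunicamycin 10 µg/mL, negative DMSO alone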
tim23-1 inh = tim23-1 yeast growth inhibition | AID 463212 | S. cerevisiae tim23-1 growth, BacTiter-Glo luminescence, 24 h | hit rate 1.3% among 330,000 | inhibition, % at 20 µM;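 active = growth inhibition of the mutant yeast at or above 50%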;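 note: temperature-sensitive mutant grown at 25 °C; plate controls were DMSO-treated mutant yeast for no effect and medium wells lacking yeast for full effect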
TIM10 inh = inhibits growth of TIM10 yeast strain | S. cerevisiae TIM10 strain growth, BacTiter-Glo luminescence, 24 h | inhibition, % at 10 µM | hit rate 1.4% among 330,000;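 active = inhibition of 40% or more at the single tested concentration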;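 note: wild-type TIM10 isogenic control strain grown at permissive 25 °C; 0% = DMSO yeast wells and 100% = minimal medium wells without yeast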
Mdm2-MdmX inh = disrupts the human Mdm2-MdmX interaction. AID 485346. SaOS-2 split-luciferase Mdm2/MdmX complementation, luminescence. hit rate 3% among 330,000. inhibition, % at 8 µM;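 active = inhibition of at least 50% at 8 µM in the primary screen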
Target sequence (O15151 whole entry, looked up): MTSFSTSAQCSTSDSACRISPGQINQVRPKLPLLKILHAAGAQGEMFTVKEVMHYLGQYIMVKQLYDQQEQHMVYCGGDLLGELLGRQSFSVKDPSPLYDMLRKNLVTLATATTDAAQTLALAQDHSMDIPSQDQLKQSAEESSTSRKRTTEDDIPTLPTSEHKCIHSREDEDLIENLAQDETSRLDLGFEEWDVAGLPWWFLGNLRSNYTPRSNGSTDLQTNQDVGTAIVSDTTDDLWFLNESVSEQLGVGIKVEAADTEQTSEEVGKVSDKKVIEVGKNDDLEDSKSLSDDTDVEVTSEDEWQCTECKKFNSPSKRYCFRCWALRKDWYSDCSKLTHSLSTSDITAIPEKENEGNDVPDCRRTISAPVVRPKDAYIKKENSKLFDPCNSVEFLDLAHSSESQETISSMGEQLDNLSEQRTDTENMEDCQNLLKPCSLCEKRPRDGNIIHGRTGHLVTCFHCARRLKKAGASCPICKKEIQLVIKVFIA
Target sequence (Q00987 whole entry, looked up): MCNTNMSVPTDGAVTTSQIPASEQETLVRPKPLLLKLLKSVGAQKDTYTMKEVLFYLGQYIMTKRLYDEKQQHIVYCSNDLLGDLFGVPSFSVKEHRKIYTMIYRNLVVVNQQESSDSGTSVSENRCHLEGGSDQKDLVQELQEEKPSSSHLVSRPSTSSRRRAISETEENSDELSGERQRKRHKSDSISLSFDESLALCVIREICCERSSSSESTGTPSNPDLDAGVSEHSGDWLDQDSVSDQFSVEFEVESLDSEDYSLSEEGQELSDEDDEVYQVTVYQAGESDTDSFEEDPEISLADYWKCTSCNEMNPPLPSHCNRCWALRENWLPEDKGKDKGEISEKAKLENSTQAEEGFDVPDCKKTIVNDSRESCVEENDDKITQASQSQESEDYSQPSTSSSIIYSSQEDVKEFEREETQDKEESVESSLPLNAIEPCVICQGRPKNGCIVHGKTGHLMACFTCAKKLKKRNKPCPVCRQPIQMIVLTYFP
UPR XBP1 act = adaptive UPR (XBP1) activation; CHO-XBP1 luciferase reporter, IRE1-XBP1 UPR activation, luminescence; percent of tunicamycin response, DMSO as zero; activation, % at 20 µM; hit rate 0.33% among 330,000; AID 463104;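 active = versus positive control, 20 µM dose yields 30% or more activation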;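 note: 100% = tunicamycin at 10 µg/mL and 0% = DMSO only wells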
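Material: IRE1-XBP1 luciferase reporter CHO line / Quantity: one thousand reporter cells per well / Buffer or medium: F12 with 10% serum / Compound: 20 µM single concentration, DMSO 1% / Times: 6 h treatment, 37 °C / Detection: Steady-Glo luciferase glow luminescence, 10 min after reagent addition / Benchmarks: tunicamycin high, DMSO low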
Jurkat NFkB inh = inhibitors of the PMA/ionomycin-induced NF-kB reporter in Jurkat cells; hit rate 0.53% among 330,000; PMA/ionomycin-induced NF-kB luciferase reporter, luminescence; inhibition, % at 4 µM; AID 435003; in the data active = inhibition above about 50%
* hit, by the source's call.

SMILES	697 NFkB inh	tim10-1 inh	UPR CHOP act	tim23-1 inh	TIM10 inh	Mdm2-MdmX inh	UPR XBP1 act	Jurkat NFkB inh
COc1ccc(OCC2CCNCC2)cc1	-8	-5	2.6	10	-1	-19	-5	-5
Cc1cccc(NC(=S)N/N=C/C(C)c2ccccc2)c1C (centres undefined)	-7	31	1.7	20	41*	-8	0	1
O=C1N/C(=N/N=C/c2ccc(F)cc2)SC1c1ccccc1 (centres undefined)	-23	15	1.3	17	5	13	2	-4
CCCc1cc(=O)oc2c(C)c(OCC(=O)NC3CCN(Cc4ccccc4)CC3)ccc12	9	13	1.1	10	-4	15	-2	18
Cc1cc(OC(F)F)ccc1NC(=S)NC1CCCC1	22	22	1.6	12	8	4	-4	8
Cc1ccnc(NC(c2ccccn2)c2c(C)[nH]c3ccccc23)c1 (centres undefined)	10	-4	1.4	4	6	50	-4	-4
O=C(OCC(=O)N1CCOCC1)c1ccc(Cl)cc1[N+](=O)[O-]	0	9	3.0	20	6	-2	-4	-4
COc1cc(C(C)=O)ccc1Oc1ncnc2c1cnn2-c1cccc(Cl)c1	2	3	4.2	-9	0	21	-1	2
Cc1ccc(C(=O)Nc2ccc(N3CCN(C(=O)c4ccco4)CC3)cc2)c(Cl)c1	-25	23	2.8	28	15	7	2	15
CCc1ccc(N=C2NC(=O)/C(=C/c3ccc(OCC(=O)O)cc3)S2)cc1	-1	11	1.0	15	-1	-9	-5	-8
CN(C(=O)COC(=O)c1cn(-c2ccccc2)nc1-c1ccccc1)C1CCS(=O)(=O)C1 (centres undefined)	7	17	0.9	-3	-1	15	-3	-8
CC(CCc1ccccc1)NC(=O)Cc1cccs1 (centres undefined)	9	-1	1.2	14	1	1	1	-7
Cc1ccc(S(=O)(=O)N/N=C/c2cccs2)cc1	2	6	-1.3	18	7	1	2	10
CCOc1ccc2c(c1)C(N(CCN1CCOCC1)C(=O)Nc1ccc(OC)cc1OC)CC(C)(C)O2 (centres undefined)	-11	12	0.0	14	-4	9	-1	-24
O=C(COC(=O)COc1ccc(Br)cc1)NC1CCCC1	3	-6	1.4	14	6	20	-4	7
Cc1ccc(N2CC(C(=O)NCCS(=O)(=O)N3CCN(c4ccccc4)CC3)CC2=O)cc1 (centres undefined)	13	-3	0.2	-5	-12	37	0	-3
CCN(CC)S(=O)(=O)c1cc(OC)ccc1N=Nc1ccc(O)c2ncccc12	8	44*	0.8	39	23	74*	1	16
Cc1cc(C)nc(SCC(=O)NC2=NC(=O)C(C)S2)n1 (centres undefined)	8	11	0.8	15	18	-16	-3	11
O=C(Nc1nc2ccccc2s1)c1ccc(Cl)s1	-217	5	9.1	18	7	-228	3	-123
O=C(NC(Nc1ccccn1)C(Cl)(Cl)Cl)c1ccccc1 (centres undefined)	-1	14	-3.1	9	4	23	-2	-3
O=C(c1ccc(-c2nc3ccccc3s2)o1)N1CCN(c2ccccc2O)CC1	-28	33	1.2	33	25	31	1	-42
Cc1nc2ncnn2c(N2CCN(S(=O)(=O)c3ccc(Br)cc3)CC2)c1C	-46	30	3.0	16	15	15	-2	32
O=C(Nc1nnc(-c2ccccc2)o1)c1cccc(N2C(=O)CCC2=O)c1	-5	1	-0.5	12	-16	0	-1	-15
CNc1nc(=S)[nH]c2ccccc12	4	-11	1.3	18	11	-6	0	8
CCC(=O)N1CCc2cc(S(=O)(=O)NCCC(=O)NCc3ccccc3OC)ccc21	-5	6	-1.0	-7	-5	20	-4	-2
Additional results follow.
SMILES	697 NFkB inh	tim10-1 inh	UPR CHOP act	tim23-1 inh	TIM10 inh	Mdm2-MdmX inh	UPR XBP1 act	Jurkat NFkB inh
CCOC(=O)c1cnc(SC)nc1N1CCCC1	-10	-22	-0.5	2	-20	9	1	6
O=C(CN1CCOCC1)Nc1scc2c1c(=O)oc1ccccc12	-20	7	1.1	-4	-3	32	9	14
CC(=O)Nc1ccc(S(=O)(=O)N2CCN(c3cc(C(F)(F)F)ccn3)CC2)cc1	-6	33	0.8	33	29	1	-2	19
O=C(CN1C(=O)NC2(CCCCCCC2)C1=O)NC(=O)NCc1ccco1	-6	13	-1.8	10	-12	14	-1	-1
CNC(=S)Nc1ccc(Cc2ccncc2)cc1	6	-2	-1.0	-19	-6	17	2	-4
CC(/C=C/c1ccccc1)=N\NC(=O)C1CC1(C)c1ccccc1 (centres undefined)	-2	34	1.9	31	38	-4	2	-10
O=S(=O)(Cc1nnnn1-c1ccc(Br)cc1)c1ccc(F)cc1	15	30	-0.6	20	-1	10	-6	-3
COCC(C)n1c(SCC(=O)Nc2c(C)n(C)n(-c3ccccc3)c2=O)nc2ccccc2c1=O (centres undefined)	10	9	0.8	8	5	10	-1	8
CCCc1cc(=O)oc2cc(OCC(=O)N3C[C@H]4C[C@@H](C3)c3cccc(=O)n3C4)c(Cl)cc12	5	8	0.2	16	3	-8	0	-7
O=C(Nc1ccc(F)cc1)NC1CCN(Cc2c(F)cccc2Cl)CC1	2	-15	-1.2	5	-8	28	0	15
O=P(c1ccccc1)(c1ccccc1)C(O)c1ccco1 (centres undefined)	-8	14	1.0	10	-12	-6	-2	-12
Cc1ccc(S(=O)(=O)N2[C@@H](c3ccc(C(C)(C)C)cc3)C(C(=O)O)=CC[C@H]2c2cccs2)cc1	3	19	-0.3	36	10	-15	-1	2
CCCCNC(=O)c1cc([N+](=O)[O-])[nH]n1	-2	10	5.9	16	0	22	-1	16
Cc1c2cnn(CC(=O)Nc3c(F)c(F)cc(F)c3F)c(=O)c2c(C)n1Cc1ccc(F)cc1	10	-5	1.4	0	7	4	-5	13
O=C(COC(=O)CCSc1ccccc1)NCc1ccc(F)cc1	-10	18	0.7	25	7	-16	-1	-2
O=C(COc1ccc(F)cc1)N1c2ccccc2CCc2ccccc21	-7	32	-0.8	24	18	10	0	1
CCc1ccc(NC(=O)Cn2ncn3c(cc4ccccc43)c2=O)cc1	-6	17	-2.2	7	23	14	-2	3
CN(Cc1ccco1)S(=O)(=O)c1ccc(CN2C(=O)c3cccnc3C2=O)s1	11	27	0.5	23	-5	41	-4	-3
Cc1ccc([C@@H]2CC=C(C(=O)O)[C@H](c3ccc(F)cc3)N2S(=O)(=O)c2ccccc2C)cc1	2	29	-0.4	27	15	30	4	-1
CCC(C)NC(=O)C(NS(=O)(=O)c1ccc2c(c1)c(=O)n(C)c(=O)n2C)c1ccccc1 (centres undefined)	-1	13	0.9	18	4	-4	3	9
CCOc1ccc(OCCC(=O)OCC(=O)c2c(N)n(C)c(=O)n(C)c2=O)cc1	8	5	0.8	1	5	9	-2	12
COc1ccccc1C(C)N(C)Cc1nc(COc2ccccc2)no1 (centres undefined)	2	22	-2.1	15	0	16	-1	4
Cc1ccc(NC(=O)c2ccc(CSc3ccccn3)cc2)c(O)c1	-3	-97	-1.7	-22	-48	16	-2	-16
Cc1nnc(SCC(=O)NNC(=O)COc2ccc(Cl)cc2)n1C	12	7	0.2	-8	-2	-19	-5	-11
NC(=O)c1c(NC(=O)CCCC(=O)O)sc2c1CCCCCC2	17	-10	0.0	15	-20	13	-2	-11
Next part
SMILES	697 NFkB inh	tim10-1 inh	UPR CHOP act	tim23-1 inh	TIM10 inh	Mdm2-MdmX inh	UPR XBP1 act	Jurkat NFkB inh
CCCNC(=O)c1cc(C)no1	5	-7	1.2	5	-2	-11	-1	15
CN(C)c1cc[n+](Cc2ccccc2)cc1	3	-7	-2.0	-6	7	-8	-3	25
COc1ccc(N=Cc2c(O)[nH]c3ccccc23)cc1OC	10	37	11	31	13	61*	16	-43
CC1CCc2c(sc3ncnc(NCCN4CCOCC4)c23)C1 (centres undefined)	6	-5	-0.8	-6	-4	20	-3	-5
COc1cccc(CC(NC(C)=O)C(=O)NC2CCN(S(=O)(=O)c3ccc4ccccc4c3)CC2)c1 (centres undefined)	28	-5	0.4	-1	1	6	3	16
Cc1ccc(CN2CCC(n3nccc3NC(=O)c3ccc4c(c3)OCO4)CC2)o1	11	0	2.5	9	9	6	-4	5
CCOC(=O)N1CCN(c2c(NCCCN(CC)c3cccc(C)c3)c(=O)c2=O)CC1	-20	-18	-0.4	2	9	28	1	-8
Cc1cc(-c2csc(N)n2)c(C)n1-c1ccc(Cl)c(Cl)c1	7	4	-0.5	17	13	14	-2	5
O=C(CSC1=NNC(c2ccccn2)S1)Nc1ccccc1 (centres undefined)	4	36	21	13	7	13	8	15
COc1ccc2c(c1)OC[C@H]1[C@H]2N2C(=O)[C@H](C)NC(=O)[C@@]2(C)[C@H]1c1ccccc1	-8	5	0.5	4	-2	9	-2	0
CCC(=O)N(Cc1ccco1)Cc1cc2cc3c(cc2[nH]c1=O)OCO3	1	16	1.2	16	-8	-3	5	5
Cc1cccc(CCNC(=O)c2cccc(N3CCCC3=O)c2)c1	-91	19	1.9	11	1	-64	-4	-89
COc1cc(/C=N/NC(=O)c2nnn(-c3nonc3N)c2C(C)C)ccc1O	4	20	1.4	0	22	18	-4	5
NC(=NC(=O)c1ccc(OCC(F)(F)F)nc1)c1ccc(Cl)cc1	6	68*	-1.6	56*	18	31	-2	10
COc1ccc(S(=O)(=O)N2CCN(C(=O)c3ccco3)CC2)cc1OC	16	11	-0.5	14	-1	7	0	-10

Entries above that contain a Cl atom (10):
SMILES	697 NFkB inh	tim10-1 inh	UPR CHOP act	tim23-1 inh	TIM10 inh	Mdm2-MdmX inh	UPR XBP1 act	Jurkat NFkB inh
O=C(OCC(=O)N1CCOCC1)c1ccc(Cl)cc1[N+](=O)[O-]	0	9	3.0	20	6	-2	-4	-4
COc1cc(C(C)=O)ccc1Oc1ncnc2c1cnn2-c1cccc(Cl)c1	2	3	4.2	-9	0	21	-1	2
Cc1ccc(C(=O)Nc2ccc(N3CCN(C(=O)c4ccco4)CC3)cc2)c(Cl)c1	-25	23	2.8	28	15	7	2	15
O=C(Nc1nc2ccccc2s1)c1ccc(Cl)s1	-217	5	9.1	18	7	-228	3	-123
O=C(NC(Nc1ccccn1)C(Cl)(Cl)Cl)c1ccccc1 (centres undefined)	-1	14	-3.1	9	4	23	-2	-3
CCCc1cc(=O)oc2cc(OCC(=O)N3C[C@H]4C[C@@H](C3)c3cccc(=O)n3C4)c(Cl)cc12	5	8	0.2	16	3	-8	0	-7
O=C(Nc1ccc(F)cc1)NC1CCN(Cc2c(F)cccc2Cl)CC1	2	-15	-1.2	5	-8	28	0	15
Cc1nnc(SCC(=O)NNC(=O)COc2ccc(Cl)cc2)n1C	12	7	0.2	-8	-2	-19	-5	-11
Cc1cc(-c2csc(N)n2)c(C)n1-c1ccc(Cl)c(Cl)c1	7	4	-0.5	17	13	14	-2	5
NC(=NC(=O)c1ccc(OCC(F)(F)F)nc1)c1ccc(Cl)cc1	6	68*	-1.6	56*	18	31	-2	10
